Source: PubChem
L3MBTL1 inh = qHTS Assay for the Inhibitors of L3MBTL1; AlphaScreen L3MBTL1–H3K9me1 peptide binding; 230,000 compounds, 0.66% hits; Potency, µM (doses to about 57.1 µM), inactives show at the top dose activity, negative = inhibition, most hits filed as inhibitors; active = well fitted inhibition curve with a large enough effect; note: nearly all actives have a fitted effect of over 60% in size
Target sequence (Q9Y468 whole entry, looked up): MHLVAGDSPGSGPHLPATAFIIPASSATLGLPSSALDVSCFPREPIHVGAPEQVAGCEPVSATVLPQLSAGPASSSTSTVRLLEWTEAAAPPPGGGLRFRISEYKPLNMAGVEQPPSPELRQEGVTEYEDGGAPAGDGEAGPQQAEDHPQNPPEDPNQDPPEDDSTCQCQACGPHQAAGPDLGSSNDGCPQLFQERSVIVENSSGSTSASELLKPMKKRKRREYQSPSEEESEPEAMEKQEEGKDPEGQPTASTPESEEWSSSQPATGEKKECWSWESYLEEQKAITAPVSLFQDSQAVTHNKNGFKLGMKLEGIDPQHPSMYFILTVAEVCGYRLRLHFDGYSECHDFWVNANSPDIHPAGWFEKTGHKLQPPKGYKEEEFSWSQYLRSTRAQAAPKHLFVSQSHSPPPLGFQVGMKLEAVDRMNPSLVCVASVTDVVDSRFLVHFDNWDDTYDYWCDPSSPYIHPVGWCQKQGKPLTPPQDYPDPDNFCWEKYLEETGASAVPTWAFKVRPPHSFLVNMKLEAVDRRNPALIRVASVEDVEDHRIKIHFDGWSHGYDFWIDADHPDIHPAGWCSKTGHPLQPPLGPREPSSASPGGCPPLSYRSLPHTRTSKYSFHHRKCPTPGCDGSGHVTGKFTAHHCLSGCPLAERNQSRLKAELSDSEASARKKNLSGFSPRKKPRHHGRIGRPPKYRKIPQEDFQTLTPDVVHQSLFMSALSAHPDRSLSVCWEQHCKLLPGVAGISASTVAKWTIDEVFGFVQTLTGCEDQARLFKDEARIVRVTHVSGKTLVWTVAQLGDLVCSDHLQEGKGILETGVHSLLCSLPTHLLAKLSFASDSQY
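L3MBTL1 50 nM + b-AHA-H3(1-15)K9me1 75 nM, 30 min RT; compound added, 30 min RT; streptavidin donor/Ni-chelate acceptor beads 10 ug/mL each final, 30 min RT dark; AlphaScreen read.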
* hit, by the source's call; & = joins results of further samples; [ ] = dose if it differs, or a comment. % is set by controls: 0 for no effect and ±100 for the full control effect; potency is the fitted concentration of half-maximal effect. Only part of the results is shown. The share of hits here may be higher or lower than overall.

canonical_smiles | L3MBTL1 inh
Cc1cc(C)c(C#N)c(SCC(=O)Nc2c(C)n(C)n(-c3ccccc3)c2=O)n1 | 2%
O=C(COc1ccc(Cl)cc1Br)NC1CC1 | -1%
CC1(C)C(=O)Nc2ccccc2N1C(=O)COC(=O)COc1cccc(C(F)(F)F)c1 | 3%
Cc1ccc2c(c1)N(CC(=O)NC(C)CCc1ccccc1)C(=O)c1cccnc1O2 (stereo not drawn) | 8%
Cc1ccccc1OCC(=O)OCC(=O)N1CCCc2ccccc21 | 2%
COc1ccc(C(CCN2CCOCC2)c2c(OC)cc(OC)c3ccc(=O)oc23)cc1 (stereo not drawn) | 1%
O=C(CNC(=O)c1ccccc1)NCC(c1ccco1)N1CCCC1 (stereo not drawn) | 7%
Cc1ccc(C)c(S(=O)(=O)NC2CCSC2=O)c1 (stereo not drawn) | 6%
O=C(Nc1nnc(S(=O)(=O)N2CCOCC2)s1)c1ccc(Cl)cc1 | -2%
O=C(CC(NC(=O)c1ccccc1)c1ccccc1)NCc1ccccc1 (stereo not drawn) | -5%
O=C(OCC(=O)N1CCCCCC1)c1ccccc1Br | 7%
CCOc1cc(/C=C(\C(=O)O)c2ccc(S(=O)(=O)N3CCCC3)s2)ccc1OC | 9%
COC(=O)CN1C(=O)[C@H]2[C@@H](c3ccc(C)o3)N3C(=O)CN(CC4CC4)C(=O)[C@@]3(C)[C@H]2C1=O | 1%
COc1ccccc1CCC(=O)NNC(=O)c1ccncc1 | 1%
CCCCC[C@H]1CN(C2CCCCC2)C(=O)[C@@H]1CC(=O)NCc1ccc(OC)cc1 | 0%
Cc1ccc(N2CC(NC(=O)C(=O)c3c(C)[nH]c4ccccc34)CC2=O)cc1 (stereo not drawn) | -6%
O=C(CCc1ccccc1Cl)Nc1ccc(S(=O)(=O)N2CCOCC2)cc1 | -8%
O=C(NCCCN1CCCC1=O)C1CCN(S(=O)(=O)c2ccc(Cl)cc2)CC1 | 2%
Cc1ccc(OCCNC(=O)CCNC(=O)c2ccc(Cl)cc2)cc1 | -4%
CC(=O)c1ccc(NC(=O)CN(c2c(C)cccc2C)S(C)(=O)=O)cc1 | 0%
CCN(C(=O)Cn1c([N+](=O)[O-])cnc1C)c1ccccc1 | 2%
O=C(COC(=O)c1ccccc1Br)NCC1CCCO1 (stereo not drawn) | 6%
O=C(NCC1CCCO1)c1ccc(NC(=O)c2cc(F)c(F)cc2Cl)cc1 (stereo not drawn) | -1%
CSCCOC(=O)C1=C(C)NC(=O)NC1c1ccc2c(c1)OCO2 (stereo not drawn) | -6%
COC(=O)[C@]1(Cc2ccccc2)N[C@H](c2ccc(-c3ccccc3)cc2)[C@@H]2C(=O)N(C)C(=O)[C@@H]21 | -2%
COc1ccc(S(=O)(=O)N2CCCCC2)cc1NC(=O)CNc1ccccc1C(C)=O | -1%
COc1ccccc1CC(=O)Nc1cc(OC)c(NC(=O)c2ccccc2)cc1OC | -10%
Cc1cccc(C)c1NC(=O)CN1C(=O)C2CC=CCC2C1=O (stereo not drawn) | 5%
Cc1ccc(Cn2c(N3CCNCC3)nc3c2c(=O)[nH]c(=O)n3C)cc1 | -5%
CC[C@@]1(C(=O)OC)N[C@H](CN(C)C(=O)NC(C)C)[C@@H]2C(=O)N(C)C(=O)[C@@H]21 | 3%
O=C(CN1C(=O)c2ccc([N+](=O)[O-])cc2C1=O)NC1CCCCCC1 | 0%
Cc1ccc(S(=O)(=O)N(C)C)cc1NC(=O)C(C)OC(=O)C1CCCCC1 (stereo not drawn) | 4%
O=C(COC(=O)/C=C/c1cccc(Cl)c1)Nc1cccc(S(=O)(=O)NC2=NCCC2)c1 | -5%
CCOC(=O)C1=C(COC(=O)c2cc(OC)c(OC)cc2[N+](=O)[O-])NC(=O)NC1C (stereo not drawn) | -3%
COc1ccc(NC(=O)CSc2nc3ccccc3nc2N2CCCC2)cc1Cl | 30%
Cn1cnc(C(=O)N2CCN(c3ccccc3)CC2)c1C(=O)N1CCN(c2ccccc2)CC1 | 2%
C#CCOCCOCCOCCNc1nc(N2CCN(C(=O)CCCCCCCCCCNC(=O)[C@H]([C@@H](C)CC)n3cc(CCCCCN)nn3)CC2)nc(N2CCN(C(=O)CCCCCCCCCCNC(=O)[C@H](CO)n3cc(CCCCCN)nn3)CC2)n1 | -10%
NC(=O)NC(CC(=O)NNC(=O)c1ccccn1)c1ccc(Cl)cc1 (stereo not drawn) | 0%
NS(=O)(=O)c1ccc(N2N=C(c3ccccc3)CC2c2cccc(Br)c2)cc1 (stereo not drawn) | 39%[activator]
Cc1cc(C)cc(N(CCC#N)C(=O)COC(=O)CN2C(=O)NC(C)(C)C2=O)c1 | 4%
CC(=O)Nc1ccc(C(=O)COC(=O)Cc2ccsc2)c(F)c1 | 3%
COc1cc(CC(=O)OCC(=O)NC2CCCC2)cc(OC)c1OC | 43%[activator]
CC(=O)N1CCN(c2ccc(NC(=O)c3ccc([N+](=O)[O-])cc3Cl)cc2)CC1 | -3%
FC(F)(F)c1ccccc1-n1c(-c2ccco2)n[nH]c1=S | -3%
CN(C)CCN(CC1CCCN(Cc2ccccc2F)C1)C(=O)c1ccc(Cl)cc1 (stereo not drawn) | -9%
O=C1CCC/C=C\C[C@H](CC(=O)N(CCO)Cc2ccccc2)C(=O)N2CCC[C@@H]2CO1 | -1%
CCCSc1nnc(NC(=O)CSc2nc3[nH]c(=O)cc(O)c3s2)s1 | -18%
Cc1ccc(S(=O)(=O)N(C)C)cc1NC(=O)COC(=O)c1c(-c2ccccc2)noc1C | -8%
CN(CC(=O)OCC(=O)NC1CCCC1)S(=O)(=O)c1ccc(Cl)cc1 | -7%
O=C(NCCCN1CCOCC1)c1cn(-c2ccccc2)nc1-c1ccc(Br)cc1 | 2%

2 of these compounds, set out differently.
CN(CC(=O)OCC(=O)NC1CCCC1)S(=O)(=O)c1ccc(Cl)cc1
  L3MBTL1 inh: -7%
O=C(NCCCN1CCOCC1)c1cn(-c2ccccc2)nc1-c1ccc(Br)cc1
  L3MBTL1 inh: 2%

New compounds follow:
canonical_smiles | L3MBTL1 inh
COc1cc2c(cc1OC)[C@@H](NC(=O)c1ccc(C(F)(F)F)cc1)[C@H](OCc1ccccc1)C2 | 1%
Cc1ccc(C(=O)c2c3ccccc3[n+]([O-])n2CCC(=O)O)cc1 | -3%
Cc1cccc(N2CCN(C(=O)c3cccs3)CC2)c1C | -2%
CCOC(=O)c1c(C)[nH]c(C(=O)CN(C)CC(=O)Nc2ccccc2C(F)(F)F)c1C | -1%
O=C(Nc1ccc(C(F)(F)F)cc1)C1CCCCN1S(=O)(=O)c1ccccc1 (stereo not drawn) | 12%
CCOc1ccccc1C(=O)Nc1cc(=O)n(C)c(=O)n1C | 4%
COc1ccc([C@@H]2CC=C(C(=O)O)CN2S(=O)(=O)c2ccc(Cl)cc2)cc1 | 29%
Cc1ccc(OC(=O)CCNC(=O)c2ccccc2Cl)c(Br)c1 | -1%
COc1cccc(CN(C)C(=O)CSCC(=O)Nc2cccc(C)c2)c1OC | -1%
CC(C)[C@H]1COCCS(=O)(=O)N1Cc1cccc(Cl)c1 | 7%
CC(C)(C)c1ccc(C(=O)O[C@H]2[C@H](Cc3ccccc3)NS(=O)(=O)[C@H]3C[C@@H]4C=C[C@]23O4)cc1 | -1%
O=C(CSC1=NS(=O)(=O)c2cc(F)ccc2N1)Nc1ccccc1F | -11%
COC(=O)CN(C)C(=O)c1ccc2nc(Cc3cccc(Cl)c3)oc2c1 | -3%
Cc1nc2ccc(NC(=O)CS(=O)(=O)c3ccc(F)cc3)cc2s1 | -3%
COc1ccccc1CC(=O)OC(C)C(=O)Nc1ccc(S(=O)(=O)N2CCCCC2)cc1 (stereo not drawn) | 2%
Cc1ccc(S(=O)(=O)N2CCOCC2)cc1C(=O)OCCOc1cccc(Cl)c1 | 11%
O=C(NNC(=O)c1ccccc1Cl)c1csc(N2CCOCC2)n1 | 1%
CC(NS(=O)(=O)c1ccc(Br)cc1)C(=O)Nc1nc2ccccc2[nH]1 (stereo not drawn) | -5%
CC(C)(C)NC(=O)CSc1nc2cccnc2n1C1CCCCC1 | -3%
Cc1nnc(SCC(=O)NCCC2=CCCCC2)[nH]c1=O | 6%

Among those listed so far, these contain a thiophene ring, fused or not:
canonical_smiles | L3MBTL1 inh
CCOc1cc(/C=C(\C(=O)O)c2ccc(S(=O)(=O)N3CCCC3)s2)ccc1OC | 9%
CC(=O)Nc1ccc(C(=O)COC(=O)Cc2ccsc2)c(F)c1 | 3%
Cc1cccc(N2CCN(C(=O)c3cccs3)CC2)c1C | -2%

(further entries)
canonical_smiles | L3MBTL1 inh
COc1ccc(/C=N/N2CCN(Cc3ccc(C)cc3)CC2)cc1Br | -26%
CCN(CC)S(=O)(=O)c1ccc(C(=O)NNC(=O)C2COc3ccccc3O2)cc1 (stereo not drawn) | 37%[activator]
O=C(COc1ccc(S(=O)(=O)N2CCOCC2)cc1)N1CCOCC1 | -2%
CCCn1c(SCC(=O)Nc2cc(C(=O)O)ccc2C)nc2sc3c(c2c1=O)CCC3 | 4%
COc1cccc(NC(=O)CN(C)C(=O)c2ccccc2OCc2c(C)noc2C)c1 | -1%
COc1cccc(-c2ccc3ncnc(NCc4ccc5c(c4)OCO5)c3c2)c1 | -1%&-15%
O=C(OCCOc1ccccc1)c1cccc(S(=O)(=O)N2CCOCC2)c1 | 4%
O=C(O)[C@H](Cc1ccccc1)N1C(=O)c2c(Cl)c(Cl)c(Cl)c(Cl)c2C1=O | -2%
Cc1ccc(S(=O)(=O)Nc2ccc(-c3ccc4nncn4n3)cc2)cc1 | -16%
COc1ccc(NC(=O)c2ccc3c(c2)NC(=O)CS3)cc1 | 1%
O=C(CSc1nc2ccccc2o1)NCC1CCCO1 (stereo not drawn) | 7%
CN(C)S(=O)(=O)c1ccc(C(=O)NCC[N+]2(C)CCCCCC2)o1 | -2%
Cc1ccc(CNC(=O)C2CSC3(C)CCC(=O)N23)cc1 (stereo not drawn) | 3%
CCN(CC(=O)Nc1cc(S(=O)(=O)N2CCCCC2)ccc1C)Cc1ccccc1 | -1%
CCN(CC)S(=O)(=O)c1ccc(/C=C/C(=O)OCC(=O)NNC(=O)c2ccc(OC)cc2)cc1 | -9%
COc1cc(C)ccc1OCC(=O)Nc1ccc2c(c1)OCO2 | -11%
NC(=O)c1ccc(NC(=O)CN2C(=O)NC3(CCCCCCC3)C2=O)cc1 | 8%
Cc1ccc(S(=O)(=O)Nc2nc(CN3CCOCC3)nc3sc(C)c(C)c23)cc1 | 6%
O=C(Nc1ccccc1F)C1COc2ccccc2O1 (stereo not drawn) | 3%
CN(C(=O)COC(=O)CCC(=O)c1ccc(F)cc1)C1CCCCC1 | 1%
C#CCOCCOCCOCCNc1nc(N2CCN(C(=O)CCCCCCCCCCNC(=O)Cn3cc(C[C@@H](C)O)nn3)CC2)nc(N2CCN(C(=O)CCCCCCCCCCNC(=O)[C@@H](CCC(=O)O)n3cc(CCCCCN)nn3)CC2)n1 | 8%
Cn1c(=O)c2c(nc(Oc3ccccc3N)n2C)n(C)c1=O | -4%
COc1ccc(Cl)cc1NC(=O)CN(C)C(=O)c1ccc2n[nH]nc2c1 | 7%
Cc1ccc(C)c(NC(=O)CN(C)C(=O)c2cc3ccccc3oc2=O)c1 | -2%
CCc1nnc(NS(=O)(=O)c2ccc(NC(=O)/C=C/C(=O)O)cc2)s1 | 2%
O=C(OCC(=O)N1CCCc2ccccc21)c1ccccc1NCCO | 8%
COc1ccc(-c2cc(C(=O)N3CCC3)c3ccccc3n2)cc1OC | 10%
Cc1c(C(=O)N(Cc2ccccc2Cl)C2CCS(=O)(=O)C2)oc2ccccc12 (stereo not drawn) | -1%
COc1cc(OC)cc(-c2c(C#Cc3ccsc3)c3cc(-c4ccc5cc[nH]c5c4)ccc3n2C)c1 | -11%
CCC(CO)Oc1cc(NC(=O)c2ccc(F)cc2)c2ncn(C(C)C)c2c1 (stereo not drawn) | -6%
CCc1ccc(NC(=O)CSc2nc(=O)n(CCCN(C)C)c3c2CCC3)cc1 | -6%
CC(=O)Nc1ccc(S[C@@H](CCN2CC[C@H](O)CCC2=O)c2ccccc2)cc1 | -4%
CCc1cccc2c(C(=O)COC(=O)[C@@H]3CC(O)CN3S(=O)(=O)c3ccccc3[N+](=O)[O-])c[nH]c12 (stereo partly drawn) | -4%
COc1ccc(Cc2nnc(NC(=O)Nc3ccccc3F)s2)cc1 | 9%[2.29 µM]
Cc1ccc(C(=O)NNCC(=O)Nc2ccc(Cl)cc2F)cc1 | -5%
CCOC(=O)c1c(C)[nH]c(C(=O)Nc2cc(OCC)c(N3CCOCC3)cc2OCC)c1C | -6%
O=C(COc1ccc(Br)cc1Cl)NNC(=O)c1ccccc1 | -1%
COc1ccc(OC)c(N(CC(=O)N2CCOCC2)S(C)(=O)=O)c1 | 2%
C[C@@]12C(=O)N(c3cccc(F)c3)C(=O)N1[C@H](c1ccc(F)cc1)[C@@H]1C(=O)N(C3CCCCC3)C(=O)[C@@H]12 | -5%
Clc1cccc(-c2ccc(C3Nc4cccc5cccc(c45)N3)o2)c1 | -15%
CCOC(=O)Cn1nc(NC(=O)c2cc(OC)cc(OC)c2)cc1C | -12%
Oc1ccc(Nc2ncnc3ccccc23)cc1 | 2%

3 of the entries above in order of the L3MBTL1 inh value, rising.
canonical_smiles | L3MBTL1 inh
CCOC(=O)c1c(C)[nH]c(C(=O)Nc2cc(OCC)c(N3CCOCC3)cc2OCC)c1C | -6%
Cc1ccc(C(=O)NNCC(=O)Nc2ccc(Cl)cc2F)cc1 | -5%
Oc1ccc(Nc2ncnc3ccccc23)cc1 | 2%
